# Screening data from PubChem.
# LGR2 inh: inhibitors of bursicon-induced Drosophila LGR2 receptor cAMP signaling; HEK293 LGR2, CRE-luciferase, bursicon-stimulated, 4 h; hit rate 0.35% among 380,000; AID 720647; inhibition, % at 9.99 µM;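 active = drop in luminescence signal, shown as inhibition above about 50% in the replicate tests, limit read from the data, passing the limit was not always enough; inconclusive = probably only some replicates passing the limit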;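 note: agonist challenge used bursicon conditioned medium at about half maximal strength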
# PGC1a acetyl inh: modulators of PGC1a acetylation; U2OS PGC1a acetylation, AlphaScreen anti-acetyl-lysine; with virally co-expressed GCN5 acetyltransferase; inhibition, % at 15.6 µM; hit rate 0.17% among 350,000; AID 651687;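 active = every replicate shows inhibition of at least 40%; inconclusive = mean inhibition at least 40% but some replicate below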;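 note: 0% = neutral control wells and 100% = positive control wells; some results beyond the cut were filed as inactive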
# PglD inh: inhibitors of Campylobacter jejuni PglD acetyltransferase | purified PglD enzyme, DTNB colorimetric CoA detection | inhibition, % at 12.5 µM | AID 602405 | hit rate 0.098% among 360,000; in the data active = inhibition above about 16%, passing the limit was not always enough; inconclusive = no clear call, values can overlap the other calls; note: strong numbers were not always called active
# The depositor's hits bear a star; u = inconclusive. The list is partial, so the mix of outcomes need not match the whole.
# The opening 2 records, to show the layout:
SMILES,LGR2 inh,PGC1a acetyl inh,PglD inh
NC(=O)C1(N2CCCCC2)CCN(C(=O)c2ccc(C#Cc3ccccc3)o2)CC1,4,-14,5
Cc1ccc(C)c(NC(=O)CSc2nnc([C@@H]3CCCN3C(=O)OC(C)(C)C)o2)c1,3,-14,-1

# The whole of this part (from the top)
SMILES,LGR2 inh,PGC1a acetyl inh,PglD inh
NC(=O)C1(N2CCCCC2)CCN(C(=O)c2ccc(C#Cc3ccccc3)o2)CC1,4,-14,5
Cc1ccc(C)c(NC(=O)CSc2nnc([C@@H]3CCCN3C(=O)OC(C)(C)C)o2)c1,3,-14,-1
CC(C)CC(=O)Nc1nnc(-c2ccco2)s1,-48,17,3
COc1ccc(C(=O)n2c(SC)nc3cc4c(cc32)OCCO4)cc1,-37,-29,1
CCCOC(=S)Nc1ccccc1,-10,-11,2
COc1cccc(Oc2cn[nH]c2-c2ccc(O)cc2O)c1,-19,1,-1
O=C(Cc1n[nH]c(=O)c2ccccc12)NCc1ccccn1,0,-1,-1
CC(Oc1ccc2ccccc2c1)C(=O)NNC(=S)NC(=O)c1ccco1 (configuration not stated),12,6,1
CC(=O)OC1CC(n2ccc(NC(=O)c3ccccc3)nc2=O)OC1CO (configuration not stated),1,-5,-6
COc1cc2c(cc1NC(=S)Nc1ccccc1C)oc1ccccc12,-9,32,-8
O=C(O)C1CC(=O)n2c(nc3ccccc32)S1 (configuration not stated),14,-3,4
Cc1c(CCC(C)C)c(-n2ccnc2C)n2c(nc3ccccc32)c1C#N,0,-4,4

# Single records (already shown). Order of values: LGR2 inh	PGC1a acetyl inh	PglD inh
# NC(=O)C1(N2CCCCC2)CCN(C(=O)c2ccc(C#Cc3ccccc3)o2)CC1 in the list: 4	-14	5
# COc1cc2c(cc1NC(=S)Nc1ccccc1C)oc1ccccc12 in the list: -9	32	-8
# Cc1c(CCC(C)C)c(-n2ccnc2C)n2c(nc3ccccc32)c1C#N in the list: 0	-4	4
# CCCOC(=S)Nc1ccccc1 in the list: -10	-11	2

# The listing picks up, starting three compounds before the break.
SMILES,LGR2 inh,PGC1a acetyl inh,PglD inh
COc1cc2c(cc1NC(=S)Nc1ccccc1C)oc1ccccc12,-9,32,-8
O=C(O)C1CC(=O)n2c(nc3ccccc32)S1 (configuration not stated),14,-3,4
Cc1c(CCC(C)C)c(-n2ccnc2C)n2c(nc3ccccc32)c1C#N,0,-4,4
Clc1ccc(Cn2ncc3c(NCCN4CCOCC4)ncnc32)cc1,-5,-18,9
Cc1cc(Nc2ccc3ccccc3c2)n2ncnc2n1,-9,7,2
CN(C)C=C1C(=O)c2ccccc2C1=O,-15,10,-1
O=c1ccc2cc(S(=O)(=O)N3CCN(c4ccccc4)CC3)ccc2o1,8,-5,-4
FC(F)(F)c1cnc(-n2cc[nH]c2=S)c(Cl)c1,24,-9,-2
CC(C)CC(=O)N1CCN(C(=O)c2cccc(F)c2)CC1,-2,-3,2
CC(C)(C)c1ccc(-c2nnc(SCCN3C(=O)c4ccccc4C3=O)o2)cc1,15,-4,-2
C=CCN(CC=C)C(=O)c1cc2ccccc2c(=O)o1,-5,8,-6
O=C(NC1CCCCC1)C(Cc1ccccc1)N1C(=O)C2C3CCC(C3)C2C1=O (configuration not stated),4,-21,-2
COc1cccc(C(=O)COC(=O)C(C)N2C(=O)c3ccccc3C2=O)c1 (configuration not stated),-1,7,6
CCn1c(SCC(=O)Nc2cc(C)on2)nnc1-c1ccncc1,21,3,0
COc1ccc(NC(=O)/C(=C\c2cccnc2)NC(=O)c2cccs2)cc1,5,2,-4
Cc1noc(C)c1S(=O)(=O)N1CCCC(C(=O)Nc2ccc(Cl)cn2)C1 (configuration not stated),-9,-29,0
OCC1N=C(c2ccccn2)OC1c1ccccc1 (configuration not stated),-3,-2,5
COC(=O)Nc1c(-c2ccccc2)nc2ccc(C)cn12,17,-1,-8
Cc1ccc(NC(=O)N/C=C/c2ccc(Cl)cc2)cc1,-14,-5,7
COc1ccc(OCCNC(=O)CSc2ccc(C(F)(F)F)cc2[N+](=O)[O-])cc1,7,7,1
CCn1c(N)c(C(=O)NCCOC)sc1=S,-17,-1,3
O=C(Cn1c(C(F)(F)F)nc2ccccc21)Oc1cccc(C(F)(F)F)c1,4,2,-4
CCCNC(=O)c1ccc2snnc2c1,13,-3,4
CCOC(=O)NC(Nc1cc(C)ccn1)(C(F)(F)F)C(F)(F)F,17,-6,1
Cc1ccccc1NC(=O)CSc1nc(N)c(C#N)c(-c2cccs2)c1C#N,-2,-3,-6
CC1CCC(NC(=O)C2c3ccccc3C(=O)N2Cc2cccs2)CC1 (configuration not stated),-7,-7,-2
CCCN1C(=O)/C(=C/c2ccc(C)s2)SC1=Nc1ccc(OC)cc1,-7,-6,1
OCCNCCOc1ccccc1F,11,3,0
C=CCOC(=O)C1=C(C)NC(=O)NC1c1cn(-c2ccccc2)nc1-c1cccs1 (configuration not stated),-1,2,0
CCCc1c(C)[nH]c2ccc(NC(C)=O)cc2c1=O,-3,2,5
CCCn1nnc(NC(=O)COc2ccc(CC)cc2)n1,11,7,-1
CCCOC(=O)c1ccc(Cl)c(NC(=O)c2ccc(-c3ccccc3)cc2)c1,-6,1,-4
N#CC1=C(N)NC(SCc2ccc(Cl)cc2)=C(C#N)C12CCCCC2,-4,-14,1
COc1cccc(CNC(=O)C2CCCN(S(=O)(=O)c3cccc4nonc34)C2)c1 (configuration not stated),0,-12,1
CCOC(=O)N1CCC(NC(=O)Cn2cccc2C(=O)c2ccccc2C)CC1,3,3,7
CCS(=O)(=O)N1CCC(C(=O)c2ccc(Cl)cc2)CC1,-5,-6,5
Cc1cccc2cc(CN(Cc3cccs3)C(c3nnnn3C3CCCC3)C(C)C)c(=O)[nH]c12 (configuration not stated),-4,-6,-5
O=C(CCS(=O)(=O)c1ccc(Br)s1)NCc1cccs1,18,38,1
Cc1cccc(C)c1NC(=O)C1CCCN(CCCc2ccccc2)C1 (configuration not stated),-2,-12,1
Nc1c(Cl)ncnc1N1CCOCC1,-27,5,-2
Nc1nnc(COc2ccccc2)s1,2,-5,1
Cc1ccc(NC(=O)CSCC(=O)N2c3ccccc3CCc3ccccc32)cc1,-14,1,-3
O=C(NCc1ccco1)c1cnn2c(C(F)(F)F)cc(-c3cccs3)nc12,8,0,3
COc1cccc(Nc2ncc(C(=O)O)c3ccccc23)c1,12,0,0
CCN(CC)S(=O)(=O)c1cccc(C(=O)NC(Cc2c[nH]c3ccccc23)c2nnc3n2CCC3)c1 (configuration not stated),-1,-4,4
CC(C)(C)c1nn(-c2ccccc2)c2[nH]c(=O)c(CNCc3ccco3)cc12,-18,-20,3
CCOC(=O)CSc1nnc2cc(C)c3ccccc3n12,4,-27,2
CCOc1ccc(CNC(=O)C2CCCN(S(C)(=O)=O)C2)cc1OC (configuration not stated),-9,7,7
Cc1cc(O)c(C(=O)c2ccccc2C(=O)O)cc1C,6,-2,9
COC(=O)c1ccccc1NC(=O)c1cc(OC)cc(OC)c1,-13,5,-7
CCCSC1=C(C#N)C(c2ccccc2C)CC(=O)N1 (configuration not stated),-6,-5,-3
CCN(CC)CCNC(=O)CCc1n[nH]c(=O)c2ccccc12,-3,13,1
CCC(c1nnnn1C1CCCC1)N(Cc1cccs1)Cc1cc2cccc(C)c2[nH]c1=O (configuration not stated),6,-2,8
COCCNC(=O)C(c1ccc(F)cc1)N(Cc1ccco1)C(=O)CCC(=O)Nc1nccs1 (configuration not stated),8,u,3
CCOCC(=O)Nc1cccc(NC(C)=O)c1,2,-3,1
O=C(NCC1CCCO1)C1C2C=CC3(CN(Cc4cccs4)C(=O)C13)O2 (configuration not stated),5,1,-2
CCOC(=O)c1ccccc1NC(=O)c1ccccc1SC,-10,-5,3
Cc1ccc2[nH]c(=O)c(CN(CCCO)S(=O)(=O)c3cccc4nsnc34)cc2c1,-6,4,1
COC(=O)C1C(O)=C(C=NC2CCCCC2)C(=O)CC1(C)C (configuration not stated),-3,0,-5
CCOC(=O)c1c(NC(=O)CSc2nnnn2-c2ccc(OC)cc2)sc(C)c1C,-6,-3,1
CCC(=O)NS(=O)(=O)c1cccnc1Nc1ccccc1Cl,9,3,0
O=C(O)c1cccc(COCC(F)(F)C(F)F)c1,-11,-4,0
O=C(Nc1ccnc(-c2cccnc2)n1)c1ccc(Cl)c(Cl)c1,-19,-2,-1
# Further records follow.
SMILES,LGR2 inh,PGC1a acetyl inh,PglD inh
Cc1n[nH]c(C)c1S(=O)(=O)N1CCN(C2CCCCC2)CC1,7,4,8
CCCC(=O)NC(=S)Nc1c(C)cc(Br)cc1C,-32,-2,2
O=C(NCc1ccccn1)c1cc(-c2ccccc2)on1,-36,-1,6
Cc1nnc(NC(=O)Oc2ccccc2)s1,2,-4,3
Cc1[nH][nH]c(=O)c1C(c1ccc(-c2ccc(Cl)c(Cl)c2)o1)c1c(C)[nH][nH]c1=O,-22,-17,1
COc1ccccc1CN(Cc1cc2c(C)ccc(C)c2[nH]c1=O)Cc1nnnn1Cc1ccco1,28,-10,0
Cc1no[n+]([O-])c1COc1ccccc1/C=C1\NC(=S)NC1=O,-1,1,-3
COc1ccc(CCNC(=O)C2CC2)cc1OC,-13,-1,2
FC(F)(F)c1cc(-c2ccccc2)nc(N2CCCCC2)n1,9,-3,-6
Cc1ccc(NC(=O)N(CCCN2CCOCC2)Cc2cc3cc4c(cc3[nH]c2=O)OCO4)cc1,12,36,0
O=C1CCCN1c1ccc(S(=O)(=O)NCc2ccco2)cc1,10,2,-2
CN1C/C(=C\c2ccc(N3CCOCC3)cc2)C(=O)/C(=C/c2ccc(N3CCOCC3)cc2)C1,6,23,4
O=S1(=O)C=CC(N2CCOCC2)C1 (configuration not stated),-8,-10,6
Cc1cc(C)nc(N(C#N)CC(=O)Nc2ccccc2)n1,-8,-6,-4
Cc1nnc(SCC(=O)Nc2ncc(Cc3ccc(F)cc3)s2)n1N,-5,5,-4
Cc1ccc(OCC(O)Cn2c(N3CCOCC3)nc3c2c(=O)[nH]c(=O)n3C)cc1 (configuration not stated),-18,-8,1
CN(C)CCNc1nc2c(c(=O)[nH]c(=O)n2C)n1CC(O)COc1ccc(Cl)cc1 (configuration not stated),-1,-7,3
CCN(CC)CCN1C(=O)C(=O)/C(=C(/O)c2ccncc2)C1c1ccccc1 (configuration not stated),10,4,-10
COc1ccc(NC(=O)CN2CCN(Cc3ccc4c(c3)OCO4)CC2)cc1OC,-8,-1,-2
COc1cc2c(c(O)c1OC)C(=O)C(OC)CCC2 (configuration not stated),17,-4,-5
Cn1c(SCC(=O)N2CCOCC2)nnc1-c1ccc(NC(=O)c2ccccc2F)cc1,-1,10,5
COc1ccc(OC)c(NC(=O)Cn2c(CCC(=O)O)ccc2-c2cccs2)c1,-9,5,5
CCOC(=O)C(C)Sc1ncnc2c1nnn2-c1ccc(F)cc1 (configuration not stated),-4,12,-4
CCCCn1c(SCC(=O)Nc2cc(C)[nH]n2)nc2ccsc2c1=O,-3,4,0
COc1cc(CNCCN2CCOCC2)ccc1OCc1ccc(Cl)cc1Cl,-20,101*,1
CCOC(=O)c1cccc(NC(=O)C(C)N2C(=O)c3ccccc3C2=O)c1 (configuration not stated),-2,4,2
CN(C)S(=O)(=O)N(CC(=O)Nc1cccc(F)c1)c1ccccc1,29,-17,2
CC(=O)C1CCN(Cc2ccccc2)CC1,5,-7,4
O=C(NCC(O)c1ccccc1)c1cccc(S(=O)(=O)N2CCOCC2)c1 (configuration not stated),-18,-13,2
COCCCNC(=O)c1ccc(CS(=O)(=O)Cc2cccc(C)c2)o1,1,-1,0
Cc1ccc(Nc2ncnc3c2oc2ccccc23)cc1,-68,6,3
O=C(NC(=S)Nc1cc([N+](=O)[O-])ccc1Cl)c1ccccc1,-65,0,2
COc1ccc(NC(=O)Cn2nc3n(c2=S)CCC3)cc1,7,6,-4
CC(C)(C)C(=O)NC1=NCCS1,21,-2,4
O=C(NN1CCOCC1)c1cc(-c2ccc(Br)cc2)nc2ccccc12,-11,-2,-10
CC(=O)N1CN(C2CCS(=O)(=O)C2)Cc2c1sc1c2CCCC1 (configuration not stated),3,-1,2
Cc1ccc(O)c(NC(=O)C2CC(c3ccc(F)cc3)=NO2)c1 (configuration not stated),26,-1,-4
C=CCn1c(SC2CCOC2=O)nc2sc(CC)cc2c1=O (configuration not stated),8,7,0
CCOC(=O)c1cnc(SC)nc1Oc1cccc(NC(=O)c2ccc(C)cc2)c1,-11,0,-1
CS(=O)(=O)N(CCC(=O)O)Cc1ccccc1,-13,-21,-2
Cc1ccc2nc(C)cc(C(=O)OCC(=O)c3ccc(Cl)c([N+](=O)[O-])c3)c2c1,-2,-14,1
COC(=O)CSc1nc2ccc(C)cc2[nH]1,-10,1,2
Cc1cc(COc2ccccc2O)on1,21,-1,-2
CC(=O)c1cc(OC(=O)c2ccncc2)ccc1OC(=O)c1ccncc1,8,3,6
COC(=O)CN(c1nc(C)cc(OC)n1)S(=O)(=O)c1ccc(C)cc1,7,-1,-1
COc1ccc(C(=O)N2CCN(S(=O)(=O)c3cc(Cl)ccc3OC)CC2)cc1,0,-2,3

# 5 successive records already listed, quoted:
SMILES,LGR2 inh,PGC1a acetyl inh,PglD inh
Cc1ccc(O)c(NC(=O)C2CC(c3ccc(F)cc3)=NO2)c1 (configuration not stated),26,-1,-4
C=CCn1c(SC2CCOC2=O)nc2sc(CC)cc2c1=O (configuration not stated),8,7,0
CCOC(=O)c1cnc(SC)nc1Oc1cccc(NC(=O)c2ccc(C)cc2)c1,-11,0,-1
CS(=O)(=O)N(CCC(=O)O)Cc1ccccc1,-13,-21,-2
Cc1ccc2nc(C)cc(C(=O)OCC(=O)c3ccc(Cl)c([N+](=O)[O-])c3)c2c1,-2,-14,1
